SIRT5 block – SIRT5 desuccinylase inhibitors, primary screen, biochemical, fluorescence imaging, single point, set 5; 1.1% of 330,000 active; inhibition, % at 15 µM; NAD-dependent protein deacylase sirtuin-5, mitochondrial (Homo sapiens), Q9NXA8; Purified SirT5, succinyl-peptide AMC, trypsin-coupled fluorescence; in the data active = inhibition above about 15%
Target sequence (Q9NXA8 whole entry, looked up): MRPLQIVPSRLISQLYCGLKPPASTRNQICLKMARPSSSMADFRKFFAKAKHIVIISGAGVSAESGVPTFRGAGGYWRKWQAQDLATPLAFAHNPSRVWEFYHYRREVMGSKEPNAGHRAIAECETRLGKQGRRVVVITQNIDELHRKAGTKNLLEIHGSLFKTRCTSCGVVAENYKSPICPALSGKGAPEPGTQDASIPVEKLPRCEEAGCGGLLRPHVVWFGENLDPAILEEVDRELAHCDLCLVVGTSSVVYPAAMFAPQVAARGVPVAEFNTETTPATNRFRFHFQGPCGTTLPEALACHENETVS
Cneo AK release – Cryptococcus neoformans cell lysis inducers, primary screen, AK release luminescence, single concentration; C. neoformans lysis, adenylate kinase release luminescence, 4 h; normalised: neutral wells 0, clomiphene wells 100; lysis activity, % at 15 µM; 0.2% of 360,000 active;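 active = mean lysis activity across replicates of at least 80%, whatever share of replicates individually reach that level; inactive = mean lysis activity below 80%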
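Test system: log-phase Cryptococcus neoformans yeast cells. Input: 5 × 10^6 yeast cells/mL. Medium: fresh YPD growth medium. Doses: single dose. Incubation: static 4 h at 37 °C with compound, 1 h detection. Measured by: luminescent adenylate kinase detection reagent. Read-out: signal increase indicating cell lysis. Benchmarks: Clomiphene.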
ARNT-TACC3 inh – disruptors of ARNT/TACC3 protein interaction, primary screen, biochemical, AlphaScreen, single concentration | AlphaScreen His-ARNT PAS-B/GST-TACC3 binding, luminescence; TACC3 fragment carries E629A point mutation | inhibition, % at 9.99 µM | 0.66% of 390,000 active;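 active = mean inhibition of replicates at least 50% and at least half of replicates each reaching 50%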;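 note: 0% = complete ARNT plus TACC3 wells and 100% = ARNT alone without TACC3; many hits fall short of the cut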
esBAF inh – Bmi1 luciferase reporter increase in mESCs, primary screen, esBAF inhibitor project, mouse ES cells, Bmi1 luciferase knock-in, single point; 24 h; 100% = twice the neutral-well signal; reporter increase, % at 12.5 µM; 2% of 350,000 active; AID 602393, 2012; in the data active = activation above about 40%;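 note: 0% = median of the plate's neutral control wells and 100% = double that signal; a rise in the Bmi1 reporter signal indicates esBAF inhibition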
miR-122 sensor – miR-122 Renilla sensor signal increase in Huh7, primary screen, miR-122 inhibitor project, cell-based, single point, plate reader; AID 602342, 2012; 0.3% of 340,000 active; Huh7 miR-122 Renilla luciferase sensor, 48 h; neutral wells = 0, positive control = 100; activation (reporter increase), % at 12.5 µM;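 active = mean replicate activation score at least 90 and every replicate individually at or above 90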;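 note: higher luciferase means less miR-122 activity so hits act as miR-122 inhibitors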
ERp5 block – inhibitors of ERp5-driven insulin aggregation, primary screen, biochemical, turbidity, absorbance 650 nm, single point; Protein disulfide-isomerase A6 (Homo sapiens), Q15084; 90 min; inhibition, % at 9.99 µM; 0.05% of 350,000 active; AID 651711, 2012;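 active = mean replicate inhibition above about 25%, with every replicate also reaching it, limit read from the data, passing the limit was not always enough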
Target sequence (Q15084 whole entry, looked up): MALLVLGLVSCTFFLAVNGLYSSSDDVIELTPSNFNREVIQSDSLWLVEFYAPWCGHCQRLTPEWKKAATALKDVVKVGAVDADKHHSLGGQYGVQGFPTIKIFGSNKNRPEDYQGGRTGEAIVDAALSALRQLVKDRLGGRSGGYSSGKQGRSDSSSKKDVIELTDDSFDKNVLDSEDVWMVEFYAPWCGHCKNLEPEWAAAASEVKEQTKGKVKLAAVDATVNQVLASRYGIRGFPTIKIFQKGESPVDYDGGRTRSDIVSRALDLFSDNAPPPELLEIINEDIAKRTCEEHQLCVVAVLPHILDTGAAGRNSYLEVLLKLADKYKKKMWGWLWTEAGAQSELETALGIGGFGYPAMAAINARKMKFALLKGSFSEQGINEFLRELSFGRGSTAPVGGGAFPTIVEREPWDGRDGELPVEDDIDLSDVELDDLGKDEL
Statin myotox sup – suppressors of statin myotoxicity in C2C12 myotubes, primary screen, cell-based, single point, plate reader; AID 602340, 2012; C2C12 myotubes + simvastatin, ATP luminescence, 48 h; scaled: DMSO 0, geranylgeraniol control 100; rescue of ATP level, % at 7.49 µM; 0.78% of 330,000 active;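 active = mean ATP rescue above about 67%, or every replicate alone reaching that limit, limit read from the data, passing the limit was not always enough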;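 note: myotubes were challenged with 10 µM simvastatin during compound exposure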
Active calls of the source: *; · = not tested or not shown; [ ] = dose if it differs, or a comment.

compound,SIRT5 block,Cneo AK release,ARNT-TACC3 inh,esBAF inh,miR-122 sensor,ERp5 block,Statin myotox sup
Cc1nn(C)c(C(=O)Nc2ccn(Cc3ccccc3F)n2)c1[N+](=O)[O-],·,1,-8,-10,-4,·,14
Nc1nonc1-c1nc2ccccc2n1CC(=O)O,·,0,-2,-3,·,·,-7
Cc1ccc(NC(=S)N2CCC(N(C)CC3CCCO3)CC2)cc1C (stereo not drawn),-1,-2,-1,-2,20,4,-8
O=C(Nc1cccc(C(F)(F)F)c1)C1CCCN(c2ncccn2)C1 (stereo not drawn),·,-1,-4,4,5,·,22
Cc1ccc(-c2nc(COC(=O)c3c(C)noc3C)cs2)cc1,·,-1,-4,77*,0,·,-22
CCOC(=O)c1cc(C)nc(Sc2ccc(C)cc2)c1C#N,3,6,-6,·,0,-3,·
CCCN(C(=O)Cn1ncc2c([nH]c3ccccc32)c1=O)c1ccccc1C,-2,-1,-1,2,0,2,13
CCOC(=O)/C(C#N)=C/C1=C(N2CCCC2)CC(C)(C)OC1,·,3,-2,1,-8,·,10
C[C@H](CO)N1C[C@H](C)[C@@H](CN(C)Cc2ccc(Cl)c(Cl)c2)OCCCC[C@H](C)Oc2ccc(NS(=O)(=O)c3ccc(F)cc3)cc2C1=O,1,0,·,-15,-3[16.7 µM],2,·
CCN(CC)S(=O)(=O)c1cccc(NC(=O)c2ccc(SC)cc2OC)c1,-4,0,-1,22,-2,5,-1
COc1cccc(OC)c1C(=O)N1CC(C)OC(C)C1 (stereo not drawn),·,-3,6,-5,-3,·,·
Cc1ccc(C(=O)N2CCN(S(=O)(=O)c3sc(C(=O)O)c(C)c3C(=O)O)CC2)s1,-2,1,-7,-1,·,3,-1
O=C(CC(=O)c1ccccc1)Nc1ccc2c(c1)OCCO2,·,-1,-1,37,-8,·,-13
O=C(CCNS(=O)(=O)c1ccccc1C(F)(F)F)N1CCCCCCC1,10,1,8,-6,·,-6,-4
Nc1cccc2nsnc12,1,3,23,-2,0,2,9
CN1c2ccc(-c3ccccc3)cc2[C@H]2[C@H](CCN2C(=O)Cc2ccccn2)[C@H]1CO,22*,7,17,1,7[16.7 µM],-6,34
COC(=O)c1ccc(NC(=O)C2CC2)o1,·,-1,-6,-1,-3,·,-3
C[C@H](CO)N1C[C@H](C)[C@H](CN(C)Cc2ccncc2)OCCCC[C@H](C)Oc2ccc(NS(C)(=O)=O)cc2C1=O,·,·,·,-5,8[16.7 µM],·,25
CCOc1ccc(N2C(=O)c3cccnc3C2Nc2ccc(C)c(C)c2)cc1 (stereo not drawn),·,0,-8,12,-6,·,3
CNC(=O)C(=O)NCCCN1CCOCC1,1,·,-4,·,·,0,·

Reprinted from the part before: 2 entries, then new ones.
compound,SIRT5 block,Cneo AK release,ARNT-TACC3 inh,esBAF inh,miR-122 sensor,ERp5 block,Statin myotox sup
CCOc1ccc(N2C(=O)c3cccnc3C2Nc2ccc(C)c(C)c2)cc1 (stereo not drawn),·,0,-8,12,-6,·,3
CNC(=O)C(=O)NCCCN1CCOCC1,1,·,-4,·,·,0,·
Clc1ccc(Cc2nc(-c3cccnc3)no2)cc1,·,0,-5,14,1,·,-3
CCCCc1nc2sc3c(SCC(=O)NCc4ccco4)ncnc3c2c2c1CCC2,·,0,·,4,-3,·,-1
CCCCN(C(=O)c1ccc(C)c(S(=O)(=O)N2CCOCC2)c1)c1c(N)n(CCCC)c(=O)[nH]c1=O,-3,-3,-9,0,1,0,-4
CCCN1[C@@H]2c3ccc(-c4ccccc4)c(=O)n3C[C@H]1[C@H](CO)[C@H]2C(=O)N1CCCCC1,-2,-4,-4,0,·,-2,-6
COc1ccc(N(CC(=O)NC2CCCCC2)C(=O)c2snc(C(N)=O)c2N)cc1,-2,-2,·,-7,2,2,3
CCCCNS(=O)(=O)c1cccc(S(=O)(=O)N2CCCC2)c1,·,-1,1,-8,87,·,-1
CNC(=O)C[C@@H]1CC[C@H]2[C@@H](COc3ccc(NC(=O)c4cccc(OC)c4)cc3C(=O)N2C)O1,1,-6,3,0,-33[16.7 µM],-1,0
CC(=O)N1CCc2cc(S(=O)(=O)CCC(=O)N3CCN(c4ccccc4)CC3)ccc21,0,-1,-1,-2,·,-2,32
CN(C(=O)c1cccc(NC(=O)Cc2ccc(NC(=O)C3CCCN(C(=O)c4ccccc4)C3)cc2)c1)C1CCCC1 (stereo not drawn),3,-1,-2,1,-4,3,3
O=C(C[C@@H]1C[C@H]2c3cc(NC(=O)CC4CC4)ccc3O[C@H]2[C@H](CO)O1)NCc1ccccn1,1,-6,2,-1,7[16.7 µM],1,0
COc1ccc(NC(=O)c2cc(S(=O)(=O)N3CCCCC3)c[nH]2)cc1,·,-5,6,-1,40,4,2
O=C(COC(=O)c1ccccn1)NC(=O)c1ccccc1,0,2,·,-2,·,1,1
CCOc1ccc2nc(NC(=S)N(C)C)sc2c1,·,-17,-2,-6,-2,·,·
O=[N+]([O-])c1ccccc1OCCNCc1ccccc1,-1,3,-1,16,0,5,5
COc1ccc(CN(C)C(C)C(=O)N(C)CC(=O)Nc2ccc(C)cc2)cc1F (stereo not drawn),1,1,-5,2,-15,2,5
O=C(NCC1CCCCC1)[C@@H]1[C@@H](CO)[C@@H]2Cn3c(ccc(C4=CCCC4)c3=O)[C@H]1N2C(=O)CC1CC1,0,2,16,-4,0[16.7 µM],-3,9
O=C(Nc1ccc2c(c1)CCC2)c1ccc(Br)o1,·,-5,-1,47*,-2,·,21
CCc1nc2c(OCc3ccc(C(F)(F)F)cc3)cccn2c1N(C)C(=O)c1ccco1,-1,1,·,4,0,6,-1
O=C(CCN1C(=O)S/C(=C\c2ccc(Cl)cc2)C1=O)Nc1ccc(C(=O)O)cc1,-4,0,-4,10,·,-4,6
O=C(C[C@H]1CC[C@H]2[C@@H](COC[C@H](O)CN2Cc2ccc3c(c2)OCO3)O1)Nc1ccccc1,-1,-1,-11,2,-7[16.7 µM],0,-1

Record cards (already shown). Screens in order: SIRT5 block, Cneo AK release, ARNT-TACC3 inh, esBAF inh, miR-122 sensor, ERp5 block, Statin myotox sup
Record of COc1ccc(CN(C)C(C)C(=O)N(C)CC(=O)Nc2ccc(C)cc2)cc1F (stereo not drawn) : 1, 1, -5, 2, -15, 2, 5
Record of CNC(=O)C[C@@H]1CC[C@H]2[C@@H](COc3ccc(NC(=O)c4cccc(OC)c4)cc3C(=O)N2C)O1 : 1, -6, 3, 0, -33[16.7 µM], -1, 0
Record of O=C(CCN1C(=O)S/C(=C\c2ccc(Cl)cc2)C1=O)Nc1ccc(C(=O)O)cc1 : -4, 0, -4, 10, ·, -4, 6
Record of CCCCNS(=O)(=O)c1cccc(S(=O)(=O)N2CCCC2)c1 : ·, -1, 1, -8, 87, ·, -1

Other structures follow.
smiles | SIRT5 block | Cneo AK release | ARNT-TACC3 inh | esBAF inh | miR-122 sensor | ERp5 block | Statin myotox sup
COc1cccc(CNS(=O)(=O)c2ccccc2Br)c1OC | 0 | -1 | -5 | 2 | 27 | 0 | 45
CCCNC(=O)N1C[C@H]2[C@@H](c3ccccc31)[C@H](CO)N2C(=O)Nc1ccccc1 | 1 | 57 | -7 | -10 | 12[16.7 µM] | -2 | 4
CCOC(=O)CSc1nc(N(C)C)nc(N(C)C#N)n1 | · | 0 | -2 | 2 | -12 | · | ·
Cc1cccc(CS(=O)(=O)Cc2ccc(C(=O)NCc3cccnc3)o2)c1 | · | 3 | -1 | -1 | · | · | -6
COc1cc(/C=C(/C#N)c2ccc(F)cc2)ccc1Oc1ccc([N+](=O)[O-])cn1 | -2 | · | -23 | · | · | 5 | ·
C=CC[C@H](OC(=O)Nc1ccc(SC)cc1)c1ccc(OCCO)cc1 | 6 | 31 | -9 | · | · | 1 | ·
COc1ccc(CCNC(=O)CNCC2CCCO2)cc1OC (stereo not drawn) | · | 28 | -12 | 1 | -13 | · | 4
CCN(CC(=O)Nc1cccc(OC)c1)C(=O)C1CC(=O)N(Cc2ccccc2Cl)C1 (stereo not drawn) | · | 0 | · | -5 | 19 | -3 | -8
O=C(O)CCCC(=O)Nc1ccc2c(c1)oc1ccccc12 | -8 | -2 | 2 | 9 | 4 | 0 | -3
COc1ccc(C(=O)Nc2ccnn2C2CCN(Cc3cn(C)nc3C)CC2)cc1 | -2 | 14 | -16 | -2 | · | -1 | -4
CC(=O)N[C@@H]1CC[C@@H](CCNC(=O)C2CC2)O[C@@H]1CO | 1 | 6 | -6 | -4 | -6[16.7 µM] | -2 | -12
Cc1nn(-c2ccccc2)c(-c2ccccc2[N+](=O)[O-])c1C(=O)O | 0 | -1 | -10 | · | 10 | 5 | ·
CC(C)C(=O)Nc1ccc(C(=O)NCc2cccnc2)cc1 | -3 | 8 | 1 | -13 | · | 2 | -20
CCc1cc2c(=O)oc(-c3ccc(F)cc3)nc2s1 | 0 | -4 | -8 | 26 | 1 | 3 | 15
NC(=S)Nc1cccc2[nH]ncc12 | 1 | 2 | -4 | -4 | -4 | 0 | -16
CCCCn1c(N)c(N(CCOC)C(=O)C2CCN(C(=O)c3ccccc3C)CC2)c(=O)[nH]c1=O | 1 | · | -12 | · | · | 3 | ·
C[C@@H]1CN([C@H](C)CO)C(=O)c2ccccc2-c2ccccc2CO[C@@H]1CN(C)Cc1ccc(C(=O)O)cc1 | 5 | -5 | -15 | -2 | · | -2 | -20
C[C@@H]1CCCCO[C@@H](CN(C)C(=O)Nc2ccc(F)cc2)[C@H](C)CN([C@@H](C)CO)C(=O)c2cc(NC(=O)NC3CCCCC3)ccc2O1 | 1 | 1 | -4 | 5 | 4[16.7 µM] | 6 | ·
CCOc1ccc(C(=O)N[C@H](C(=O)Nc2ccc(OC)c(S(=O)(=O)N3CCOCC3)c2)C(C)C)cc1 | 4 | · | -3 | · | · | -1 | ·
COc1cc2nc(N(CCCN(C)C)C(=O)c3ccc(C(=O)c4ccccc4)cc3)sc2cc1OC | -7 | 0 | 22 | 1 | -6 | -3 | -23

Screening data as filed in PubChem BioAssay.
